H9c2 TAG inh: triacylglycerol accumulation inhibition; H9c2 cells, Nile Red lipid (TAG) fluorescence; cells loaded with 200 µM oleic acid; inhibition, % at 12.5 µM; 230,000 compounds, 0.66% hits; AID 651582;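 active = pattern-corrected inhibition of lipid staining of at least 50% with the nuclear-stain viability signal not falling by more than 50%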;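 note: 0% = DMSO wells and 100% = triacsin C control wells; some results filed as inactive read as strong as hits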
H9c2 TAG inh DAPI viability: second read-out of H9c2 TAG inh, no call of its own (marks repeat the call); DAPI nuclei signal change (viability), lower = more cytotoxic, %;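 whole-well DAPI fluorescence read on a plate reader as a viability signal; minus 50 percent equals half of cells still viable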
Numbers without * were called inactive.

Compound	H9c2 TAG inh DAPI viability	H9c2 TAG inh
COC(=O)c1cc(S(=O)(=O)N2CCOCC2)c(N2CCOCC2)cc1N1CCOCC1	-6	19
CC(C)C(=O)Nc1ccc(O)c(-c2csc(N)n2)c1	8	-14
CN1CCC(OC(=O)c2cc3cc(Br)ccc3oc2=O)CC1	-18	20
O=C1NCCNC1(c1c[nH]c2ccccc12)C(F)(F)F (stereo unspecified)	-6	-3
O=C(NCCC1=CCCCC1)C(=O)NCc1ccccc1	9	-13
O=C(CSc1nc(-c2ccccc2)c(-c2ccccc2)o1)N1CCCCC1	11	-4
O=C(OCc1cn([C@@H]2CN(C(=O)C3CCCCC3)[C@@H](c3ccccc3)C[C@H]2O)nn1)c1ccccc1	-2	-8
Cc1ccc(-n2nnc(-c3cccnc3)n2)cc1	-2	11
COc1cc2c(c(O)c1OC)-c1c(cc(OC)c(OC)c1OC)C[C@@H](C)[C@@H](C)C2	-5	1
Cc1ccc(S(=O)(=O)NN=CC=CC=NNS(=O)(=O)c2ccc(C)cc2)cc1	9	6
COc1ccc(C2C(C(=O)c3sc(C)nc3C)=C(O)C(=O)N2CCN(C)C)cc1 (stereo unspecified)	6	-4
CN(CC(=O)NC1CCCCCC1)S(=O)(=O)c1ccc2c(c1)n(C)c(=O)c(=O)n2C	4	-26
CN(C)C(CNC(=O)c1ccc2c(c1)S(=O)(=O)c1ccccc1C2=O)c1ccco1 (stereo unspecified)	9	9
CCN(CC)CCCN1C(=O)C(=O)/C(=C(/O)c2ccc(C)cc2)C1c1ccccn1 (stereo unspecified)	8	8
NC(=O)c1ccccc1NC(=O)c1cc(S(=O)(=O)N2CCCCC2)ccc1N1CCOCC1	-2	-5
Cc1ccc(C(=O)Nc2ccc(F)cc2F)o1	-13	-6
COCCNC(=O)CSc1nc(N)c(NC(=O)c2ccco2)c(=O)[nH]1	3	-10
Cc1nc(-c2ccc(C(=O)Nc3cccc(F)c3)cc2)cs1	1	-12
O=C(CSc1nccc(=O)[nH]1)Nc1ccc(Br)c(Cl)c1	-8	21
Clc1ccc(OCc2nn3c(C4CCCCC4)nnc3s2)cc1	13	-7
O=C1COc2ccc(C(=O)COC(=O)CCCOc3ccccc3)cc2N1	0	8
COc1ccc(N2CC(C(=O)Nc3cc(C(F)(F)F)ccc3N3CCCC3)CC2=O)c(OC)c1 (stereo unspecified)	-4	6
Cc1ccc(N2C(=O)CC(C)(C)CC2=O)cc1Cl	-6	2
Cc1ccc(S(=O)(=O)NCC(c2ccco2)S(=O)(=O)c2ccccc2)cc1 (stereo unspecified)	2	17
Cc1ccc(S(=O)(=O)NC(=O)Nc2cc(C)on2)cc1	2	6
Cc1ccc(CCNC(=O)C2CC(c3cccc(F)c3)=NO2)cc1 (stereo unspecified)	3	7
COc1cccc2sc(Nc3nc(-c4cc5ccccc5oc4=O)cs3)nc12	35*	58*
CSCCC(NC(=O)c1ccc(Cl)cc1Cl)C(=O)OCC(N)=O (stereo unspecified)	-1	1
COc1ccccc1NC(=O)C(C)OC(=O)CC1CCCC1 (stereo unspecified)	-3	20
O=C(C1CC1)N1CCN=C1SCc1ccccc1Cl	12	-5

Additional results:
Compound	H9c2 TAG inh DAPI viability	H9c2 TAG inh
Cc1cc(NC(=O)CC(C)C)c(=O)n(Cc2cccc(F)c2)c1	11	-1
C/C(=N\NC1=NCCN1)c1ccc(Cl)cc1	-9	17
CCCCSc1nnc(CNC(=O)C23CC4CC(CC(C4)C2)C3)n1Cc1ccccc1	7	-12
O=C(O)CC(c1cccc(Cl)c1)n1cccc1 (stereo unspecified)	3	0
O=C(N/N=C\c1coc2ccccc2c1=O)c1ccco1	5	-14
COc1cccc(N2CCN(C(=S)Nc3ccccc3OC)CC2)c1	-8	19
CCCCNC(=O)COC(=O)c1c2c(nc3ccccc13)/C(=C\c1cccs1)CC2	29	14
Cc1cc(/C=N/NC(=O)CC#N)c(C)n1-c1ccc([N+](=O)[O-])cc1	13	-8
COc1ccc(NC(=O)CSc2ccc3nnc(-c4ccccn4)n3n2)cc1	-2	12
Cc1ccc2nc(SCC(=O)N3CCCc4ccccc43)nc(=O)n2c1	3	4
CC(=O)C1=C(Nc2ccc(C)cc2)CC(C)(O)C(C(C)=O)C1c1ccco1 (stereo unspecified)	3	-30
Cc1cnc(C)c(Nc2nc(C(N)Cc3ccccc3)cs2)n1 (stereo unspecified)	6	32
Cc1ccc(C(C(=O)NC2CCCC2)N(Cc2ccc(F)cc2)C(=O)c2csnn2)o1 (stereo unspecified)	10	29
CCCCN(CCCNC(=S)NCCCc1cnc[nH]1)c1ccc(Br)cn1	23	-18
CCCCCCCn1c(=O)c(C(=O)OC)c(N)c2ccccc21	4	-4
CCOc1ccc(C(=O)CCC(=O)Nc2ccc(C)cn2)cc1	-2	20
COc1cccc(-c2noc(-c3ccc4c(c3)OCO4)n2)c1	0	-10
COC(=O)C1=C(C)N(Cc2ccco2)C(=O)C1	12	-6
Cc1cc(S(=O)(=O)n2[nH]c(=O)c(CCO)c2C)c(Cl)cc1Cl	12	-5
O=C(CSc1ncnc2sc(-c3ccccc3)cc12)NC1CCS(=O)(=O)C1 (stereo unspecified)	-11	19
O=C1CCN(CCc2ccccc2)CCN1CCO	4	15
CCCC1(CCC)NC(=O)N(CC(=O)Nc2cccc(OC)c2)C1=O	-19	-4
Fc1ccc(-c2n[nH]c(=S)c3ccccc23)cc1	-4	12
CCCn1nc(NC(=O)C2CCCO2)c2cc3ccc(C)cc3nc21 (stereo unspecified)	12	-5
O=C(c1cccc(S(=O)(=O)NCc2ccccc2)c1)N1CCN(Cc2ccccc2)CC1	-4	3
CCn1nnc(NC(=O)c2c(OC)cccc2OC)n1	-7	-6
Cc1ccc(S(=O)(=O)N2CCOC23CCN(S(=O)(=O)c2c(C)cc(C)cc2C)CC3)cc1	5	-22
COc1cccc(NC(=O)CN(C)C(=O)CC(NC(=O)c2ccccc2Cl)c2ccccc2)c1 (stereo unspecified)	-5	2
COc1cccc(-n2c(SCC(N)=O)nc3ccccc3c2=O)c1	2	0
Cc1ccc(S(=O)(=O)N(CC(=O)Nc2ccc(F)cc2)C(=O)N2CCN(C)CC2)cc1	-1	24

(continued)
Compound	H9c2 TAG inh DAPI viability	H9c2 TAG inh
Cc1ccc(C)c(NC(=O)NC2CCCCCCC2)c1	-8	-6
C=CCn1c(=O)c(C(=O)Nc2ncccc2C)c(O)c2ccccc21	2	-3
Cc1ccc(SCC(=O)OCC(=O)NCCc2ccccc2)cc1	-5	-22
COc1ccc(OC)c(NC(=O)CSc2nc3nc(C)cc(C)n3n2)c1	4	4
CCN1C(=O)[C@@H]2[C@@H](c3ccc(SC4CCCCC4)cc3)N3CCC[C@@]3(C(=O)OC)[C@@H]2C1=O	-9	10
COc1cccc(-c2nn(-c3ccccc3)cc2CN(C)C(C)c2ccncn2)c1 (stereo unspecified)	3	7
Cc1cc2nc(-c3ccncc3)cc(C(F)(F)F)n2n1	-3	0
Cn1c(NC(=O)CC(C)(C)C)cc(=O)n(C)c1=O	-15	-3
OCC1CCCCN1C(=S)NCc1ccco1 (stereo unspecified)	-5	-26
COc1ccc(C(=O)COC(=O)C(CCSC)NC(=O)COc2ccccc2)cc1 (stereo unspecified)	-5	-6
CC(C)(C)OC(=O)NCCc1nnc(SCc2cccc(Cl)c2)o1	4	-13
Cc1ccccc1NS(=O)(=O)c1nnc(NC(=O)c2ccccc2F)s1	7	-3
CCOc1ccc(NC(=O)CN(C)C(=O)c2ccccc2SCC(=O)N2CCCC2)cc1OCC	2	7
O=C(CSc1nc2ccsc2c(=O)n1CC1CCC(C(=O)O)CC1)c1ccc(Cl)cc1 (stereo unspecified)	15	-1
O=c1c2ccccc2oc2ccc(NCCCn3ccnc3)cc12	0	-7
Cc1ccc(S(=O)(=O)N2CCC(C(=O)Nc3ccc(C(C)C)cc3)CC2)cc1	10	7
O=C1CC(N2CCN(c3ccccc3)CC2)C(=O)N1c1ccc2c(c1)OCCO2 (stereo unspecified)	-8	11
COc1cc(/C=C/C(=O)OCC(=O)N2CCCc3ccccc32)ccc1O	6	-14
CCN(CC(=O)Nc1ccccc1OC)C(=O)c1ccc2[nH]c3c(c2c1)CC(C)CC3 (stereo unspecified)	-4	-14
COc1ccc(-c2nnc(COc3ccc(Br)cc3C)o2)cc1	-12	5
O=C(NC1CCCc2ccccc21)C12CC3CC(CC(O)(C3)C1)C2 (stereo unspecified)	2	2
Cc1cccc(C)c1OCC(O)CN1CCN(C(=O)c2ccccc2)CC1 (stereo unspecified)	24	-7
O=S(=O)(Cc1ccc(Cl)cc1)C1CCCCC1O (stereo unspecified)	-3	-1
Cc1ccc(NC(=O)Cn2nc(C)c3ccccc3c2=O)cc1F	-9	-3
CCOC(=O)c1oc2nc(C)c3c(c2c1N)CC(C)(C)OC3	7	8
CCC(CO)Oc1cc(NC(=O)c2cccc(F)c2)c2ncn(C(C)C)c2c1 (stereo unspecified)	-1	32
CCc1nnc(NC(=O)CSc2nnc(C)n2-c2ccc(C)cc2)s1	5	6
CC(C)Oc1ccc(F)cc1-c1cc(C(=O)NCc2cc(C(F)(F)F)cc(C(F)(F)F)c2)[nH]n1	-7	5
COc1ccc(OC)c(S(=O)(=O)N2CCC(C(=O)N3CCOCC3)CC2)c1	-17	-3
Cc1ccc(CN2CCN(Cc3ccc4cc(F)ccc4n3)CC2CCO)o1 (stereo unspecified)	7	-6

Structural class: the compounds so far with bromine (4)
Compound	H9c2 TAG inh DAPI viability	H9c2 TAG inh
CN1CCC(OC(=O)c2cc3cc(Br)ccc3oc2=O)CC1	-18	20
O=C(CSc1nccc(=O)[nH]1)Nc1ccc(Br)c(Cl)c1	-8	21
CCCCN(CCCNC(=S)NCCCc1cnc[nH]1)c1ccc(Br)cn1	23	-18
COc1ccc(-c2nnc(COc3ccc(Br)cc3C)o2)cc1	-12	5

The list continues.
Compound	H9c2 TAG inh DAPI viability	H9c2 TAG inh
Cc1[nH]nc(-c2ccc(OCc3cnn(-c4ccccc4)c3)c(C)c2O)c1Oc1ccccc1	5	-3
CC(C)c1ccc(N=C2N=C(N)c3ccccc32)cc1	-1	11
Cc1cccc(NS(=O)(=O)c2cc(C(=O)N3CCOCC3)ccc2Cl)c1	0	-12
CCC(CO)Oc1cc(NC(=O)c2ccc(C)cc2)c2ncn(C(C)C)c2c1 (stereo unspecified)	2	5
COc1ccc(CNC(=O)/C=C/C(=O)O)cc1	8	2
Cc1nc2ccc([N+](=O)[O-])cc2c(=O)n1Cc1ccc([N+](=O)[O-])cc1	1	-7
Cc1ccc(SC(C)C(=O)N2CCC(C(N)=O)CC2)cc1 (stereo unspecified)	0	-11
Cc1ccc(CN2CCNC(=O)C2CC(=O)NCCCn2cccn2)o1 (stereo unspecified)	3	10
O=C(NCCO)c1cc2c(s1)CCC2	-3	10
COc1ccc(C)cc1S(=O)(=O)N1CCCCCC1	-3	-10
c1ccc(C(=C2CCCO2)c2ccccc2)cc1	-4	-1
COc1ccc2c(c1)CCO[C@]21O[C@H](CCO)C[C@H](O)[C@H]1O	21	2
C[C@H](CO)N1C[C@H](C)[C@H](CN(C)S(=O)(=O)c2ccccc2)Oc2c(NS(C)(=O)=O)cccc2C1=O	-10	-19
O=C(/C(=C/O)N=Nc1ccccc1Cl)c1ccccc1	-13	-1
Cc1c(CCOC(=O)C23CC4(C)CC(C)(CC(C)(C4)C2)C3)sc[n+]1CC(=O)c1ccccc1	-65	82
CN(/N=C/c1cccnc1)c1cnc2ccccc2n1	-1	5
Cn1c(N)c(C(=O)COC(=O)C2(c3ccccc3F)CCCC2)c(=O)n(C)c1=O	-3	23
CN(C(=O)CSc1nc2scc(-c3ccccc3)c2c(=O)[nH]1)c1ccccc1	-3	-10
COc1ccc(C(=O)Nc2cccnc2Sc2ccc(Cl)cc2)cc1	-5	-1
BrC(/C=N/Nc1nc(N2CCOCC2)nc(N2CCOCC2)n1)=C/c1ccccc1	-2	16
O=C(O)c1cccc(NC(CNS(=O)(=O)c2ccc(Cl)cc2)c2ccccc2)c1 (stereo unspecified)	-14	3
Cc1ccccc1N1CCN(C2CCCN(C(=O)c3ccsc3)C2)CC1 (stereo unspecified)	0	1
COc1cc(O)oc1C=Nc1ccc(Oc2ccccc2)cc1	17	-1
O=C(NCCCN1CCOCC1)c1onc(CSc2nc3ccccc3[nH]2)c1C(=O)NCCCN1CCOCC1	3	13
COCCCNC(=O)C(=O)N/N=C/c1cc2c(cc1Br)OCO2	5	-1
CCC(=O)c1ccc(OCC(=O)OC(C)C(=O)NCc2ccc3c(c2)OCO3)cc1 (stereo unspecified)	4	2
COc1cccc(CC2(CO)CCCN(Cc3cn[nH]c3-c3cc(C)ccc3C)C2)c1 (stereo unspecified)	26	-11
COCCN(C(=O)COC(=O)c1cnc(C)cn1)c1c(N)n(Cc2ccccc2)c(=O)[nH]c1=O	-3	2
CCOC(=O)c1[nH]c2c(c1C)C(=O)CC(c1ccc(OCC)c(OC)c1)C2 (stereo unspecified)	0	2

Entries shown so far with a nitro group on carbon (2):
Compound	H9c2 TAG inh DAPI viability	H9c2 TAG inh
Cc1cc(/C=N/NC(=O)CC#N)c(C)n1-c1ccc([N+](=O)[O-])cc1	13	-8
Cc1nc2ccc([N+](=O)[O-])cc2c(=O)n1Cc1ccc([N+](=O)[O-])cc1	1	-7

Source: PubChem

Only part of the results is shown; the hit share may differ from the screen's.
